# Screening data from PubChem.
# TPT1 inhibitor: Candida albicans TPT1 enzyme inhibitors, primary screen, biochemical, fluorescence polarization | recombinant caTPT1, FP RNA substrate dephosphorylation | tRNA 2'-phosphotransferase TPT1 (Candida albicans SC5314) | 300,000 tested, 0.81% active | inhibition, % at 5 µM;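 active = inhibition above the mean of all tested compounds plus 3 SD, set per screening campaign, cut at about 24% in these data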;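 note: plate controls were DMSO alone for no effect and ferristatin control at 100 nM for full effect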
# Fh CTSL1 inh: Fasciola hepatica cathepsin L1 inhibitors, primary screen, counter-screen for PFM18AAP inhibitor project, biochemical, QFRET, fluorogenic peptide substrate; recombinant F. hepatica cathepsin L1, Z-Leu-Arg-MCA fluorescence; AID 1906, 2009; 300,000 tested, 0.49% active; inhibition, % at 5.96 µM;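 active = inhibition above the mean of all tested compounds plus 3 SD, set per screening campaign, cut at about 17% in these data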;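 note: 0% = plate median of test compound wells and 100% = 1 µM Z-Phe-Ala-diazomethylketone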
# PP5 primary: PP5 phosphatase inhibitors, primary screen, biochemical, fluorescence; purified PP5c, OMFP substrate fluorescence; Serine/threonine-protein phosphatase 5 (Homo sapiens), P53041; AID 1987, 2009; inhibition, % at 6.7 µM; 320,000 tested, 0.18% active;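 active = inhibition above the campaign's mean inhibition across all tested compounds plus 3 SD, cut at about 9.5% in these data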;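 note: 0% = DMSO only and 100% = 100 µM cantharidin control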
# EBNA-1 inh: EBNA-1 DNA-binding inhibitors, primary screen, biochemical, fluorescence polarization | inhibition, % at 14.8 µM | 300,000 tested, 0.34% active; in the data active = inhibition above about 28%
# ZTA DNA inh: ZTA (EBV) inhibition in EBNA-1 counter-screen | AID 2234 | ZTA-DNA binding, fluorescence polarization | 320,000 tested, 0.15% active | inhibition, % at 11 µM | P03206; in the data active = inhibition above about 33%
# Target sequence (P03206 whole entry, looked up): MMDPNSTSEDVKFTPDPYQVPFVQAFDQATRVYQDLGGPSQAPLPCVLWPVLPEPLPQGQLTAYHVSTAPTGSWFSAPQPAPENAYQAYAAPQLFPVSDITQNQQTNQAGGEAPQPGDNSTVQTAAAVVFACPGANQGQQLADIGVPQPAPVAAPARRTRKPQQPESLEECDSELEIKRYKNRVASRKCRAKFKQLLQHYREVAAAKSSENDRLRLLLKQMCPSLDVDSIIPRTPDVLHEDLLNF
# CR mimetic SO: reduction of superoxide in aged yeast, primary screen, HTS; S. cerevisiae aged cells, superoxide DHE fluorescence; stronger effect = lower value; superoxide response (% of plate mean), % at 10 µM; 330,000 tested, 0.18% active;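 active = superoxide response under a set limit, about three screen SD below normal, cut at about 65% in these data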;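 note: yeast aged for seven days with compound at 30 °C before DHE staining; 100% = average MFI of all compound-treated wells on the plate with controls excluded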
# PP1 inh: PP1-alpha phosphatase inhibitors, primary screen, counter-screen for PP5 inhibitor project, biochemical, fluorescence, OMFP substrate, single point; Serine/threonine-protein phosphatase PP1-alpha catalytic subunit (Homo sapiens), P62136; purified PP1alpha; inhibition, % at 6.7 µM; 320,000 tested, 0.9% active; AID 2235, 2010;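 active = inhibition above the mean inhibition of all tested compounds plus 3 SD, computed separately for each screening campaign, cut at about 15% in these data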
# Target sequence (P62136 whole entry, looked up): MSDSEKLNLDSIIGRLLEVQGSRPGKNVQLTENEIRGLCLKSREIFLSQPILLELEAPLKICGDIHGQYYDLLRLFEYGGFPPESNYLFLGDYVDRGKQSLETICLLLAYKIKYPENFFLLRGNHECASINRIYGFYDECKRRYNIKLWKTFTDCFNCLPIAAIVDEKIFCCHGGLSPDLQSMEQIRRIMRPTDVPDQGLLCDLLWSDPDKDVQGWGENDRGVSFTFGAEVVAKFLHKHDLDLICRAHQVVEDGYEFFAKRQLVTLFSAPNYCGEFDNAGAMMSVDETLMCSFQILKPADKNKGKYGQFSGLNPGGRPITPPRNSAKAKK
# core dimer inh: inhibitors of HCV core protein dimerization, primary screen, biochemical, TR-FRET, high-throughput | inhibition, % at 5 µM | AID 1899, 2009 | 300,000 tested, 0.33% active | TR-FRET GST/Flag-core106 dimerization, 1536-well;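 active = inhibition above the mean of all tested compounds plus 3 SD, set per screening campaign, cut at about 45% in these data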
#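 System – GST-tagged and Flag-tagged HCV core protein residues 1-106 · Repeats – one well for each compound · Technique – TR-FRET 671 and 617 nm emission · Doses – one concentration, 5 µM, in 0.5% DMSO · Times – 4 h, 22.5 °C incubation · Also added – Eu donor and XL665 acceptor anti-tag antibodies · Measure – percent inhibition of core106 dimerization signal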
# GASC-1 inh: inhibitors of GASC-1 histone demethylase, primary screen, biochemical, fluorescence, DELFIA europium; GST-JMJD2C(1-420) H3K9me3 demethylation; inhibition, % at 2.35 µM; 330,000 tested, 0.069% active;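 active = more than half of a compound's replicate wells show inhibition beyond 50%, single wells judged on their own value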;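 note: signal counts dimethyl H3K9 product captured on neutravidin plate; 0% = median of DMSO wells and 100% = 0.3 times that DMSO median; strong numbers were not always called active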
# Target sequence (Q9H3R0 1-420 limits assumed): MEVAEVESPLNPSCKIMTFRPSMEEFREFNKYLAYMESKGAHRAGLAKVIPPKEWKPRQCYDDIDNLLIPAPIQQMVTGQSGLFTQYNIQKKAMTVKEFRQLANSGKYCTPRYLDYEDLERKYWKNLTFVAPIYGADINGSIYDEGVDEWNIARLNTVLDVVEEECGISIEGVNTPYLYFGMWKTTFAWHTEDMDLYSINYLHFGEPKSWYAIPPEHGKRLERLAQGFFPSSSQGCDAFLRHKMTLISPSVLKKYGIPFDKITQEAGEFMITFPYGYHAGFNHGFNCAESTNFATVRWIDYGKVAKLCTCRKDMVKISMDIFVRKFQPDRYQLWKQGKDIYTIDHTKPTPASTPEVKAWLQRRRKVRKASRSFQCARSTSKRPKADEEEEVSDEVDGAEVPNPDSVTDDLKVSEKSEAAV
# Active calls of the source: *; x = no result given; & = joins results of further samples. Random draw from the library; overall some 3.1% were active at least once.
SMILES,TPT1 inhibitor,Fh CTSL1 inh,PP5 primary,EBNA-1 inh,ZTA DNA inh,CR mimetic SO,PP1 inh,core dimer inh,GASC-1 inh
Nc1ccc(-c2cc(N)n(-c3ccccc3)n2)cc1,-5,2,3.0,-1,0,97,1,-1,-2
Cn1c(=O)c2c(-c3ccccc3)n(C3CCCCC3)cc2n(C)c1=O,-2,1,1.5,-7,-6,114,-3,6,1
O=C(NCCc1ccccc1)[C@@H]1CC=C[C@@H]2CCN(Cc3ccccc3)C(=O)[C@@H]21,4,-7,1.8,-6,0,105,-1,-5,12
O=C(c1cn[nH]c1)c1cc(F)ccc1O,2,1,0.3,-6,-17,92,0,-1,3
CCOC(=O)N1CCN(C(=O)c2ccc3nc(-c4ccccc4)c(-c4ccccc4)nc3c2)CC1,1,-2,3.0,-6,3,109,1,17,-6
CCCn1c(SCC(=O)NNC(=O)c2ccc(C)cc2)nnc1C(C)C,-4,-22,-0.7,-6,-6,97,0,-11,32
Cc1ccccc1OCC(=O)Nc1cnn(CCCC(=O)O)c1,2,1,2.9,3,-13,93,5,4,-13
O=C(COC(=O)c1cc[n+]([O-])cc1)Nc1ccccc1Cl,0,-8,0.5,-4,-20,109,-1,-8,10
Cc1ccc(C2=[N+]([O-])C3(CCCCC/C3=N\NC(N)=S)N(O)C2(C)C)o1 (centres undefined),-2,15,-0.2,-4,-7,100,-1,-5,-6
COc1ccc(/C=C/c2ccncc2)c2ccccc12,6,2,0.1,0,0,91,-1,1,-1
Cc1cc(C(=O)Nc2c(C)n(C)n(-c3ccccc3)c2=O)cs1,2,-2,1.8,0,-7,106,0,-2,3
COc1cccc(/C=N/NC(=O)CNC(=O)c2cccs2)c1O,-2,1,-0.1,0,-6,103,-3,-15,35
CCOC(=O)CSc1n[nH]c(-c2cccnc2)n1,-1,-2,2.8,-11,7,96,6,-8,-6
CCS(=O)(=O)c1ccc2c(c1)NC(=O)C(CCO)O2 (centres undefined),0,4,0.1,-3,-19,105,-3,-2,8
O=C(OCC(=O)N1CCCC1)c1cc([N+](=O)[O-])ccc1Cl,1,-4,2.2,7,6,92,3,-5,28
CCOc1ccc2nc(COC(=O)c3cccs3)c(C(=O)c3ccccc3)[n+]([O-])c2c1,-2,-2,-0.5,1,3,99,-2,8,3
O=C(Nc1ccc(Cl)c([N+](=O)[O-])c1)c1ccco1,0,0,2.5,-4,12,104,-3,-5,4
COc1ccccc1CCNC(=O)CCn1c(=O)oc2ccccc21,0,3,2.2,-12,-4,109,-3,-6,0
CC1CCCCN1Cc1nc2ccccc2c(=O)[nH]1 (centres undefined),1,1,0.0,-19,5,97,-2,0,3
CC1CN(C(=O)CNC(=O)Cc2cccc3ccccc23)CC(C)O1 (centres undefined),x,x,1.0,x,4,101,-3,x,3
Cc1ccc(SC(=O)c2c([N+](=O)[O-])c(C)nn2C)cc1,0,2,-1.4,-3,-6,96,-5,-4,3
Cc1cc(C(=O)OCCN2C(=O)c3ccccc3C2=O)c2ccccc2n1,2,4,-0.1,-16,-12,122,0,-14,7
Cc1cccc(-n2c(-c3ccc(Br)o3)n[nH]c2=S)c1,-3,-3,1.2,10,8,94,-1,-7,1
Cc1nnc(SCC(=O)NC(C)(C)C)n1C1CCCCC1,2,0,-0.4,2,7,88,0,-4,-1
CC(=O)Nc1ccc2nc(NC(=O)c3ccco3)sc2c1,-4,5,1.3,-5,2,100,-1,-6,1
Cc1ccccc1OCC(=O)OCn1nnc2ccccc2c1=O,-1,-16,-3.6,7,6,65*,-4,1,-6
COc1ccc(-n2c(C)cc(C(=O)CSc3nnc(-c4ccoc4C)n3C)c2C)cc1,1,3,-1.0,-4,15,100,2,27,-9&19
COc1cccc(C(C(=O)NC2CCCC2)N(C(=O)c2ccco2)c2ccccc2)c1OC (centres undefined),1,1,0.5,17,17,98,-3,11,8
CCOC(=O)c1c(NC(=O)CN2CCOCC2)sc2c1CC(C)(C)OC2,1,4,0.3,-7,5,105,1,-3,-7
CCN(Cc1nc2cc(Cl)ccc2c(=O)[nH]1)C(=O)COc1ccccc1Cc1ccccc1,x,x,4.2,x,8,106,8,x,x
CCOc1ccc(CC(=O)NC2CCN(Cc3ccccc3)CC2)cc1,-6,6,-7.6,-12,-2,99,-8,-21,-5
Cc1c(OCC(=O)NCCN2CCOCC2)ccc2c3c(c(=O)oc12)CCC3,-1,1,1.1,-20,-12,99,-2,-1,63
CC(C)n1c(SCC(=O)Nc2ccccc2N2CCCCC2)nc2c1c(=O)n(C)c(=O)n2C,-1,-1,2.7,-13,-14,136,-3,2,4
O=C(Nc1ccccc1)Nc1cnccn1,-4,3,0.7,-4,-10,101,-3,-5,-178
CCC1CCCCN1CCCNC(=O)c1c(O)nc2c(C)cccn2c1=O (centres undefined),-3,2,1.9,-10,-1,107,2,5,-12
COC(=O)c1cc(S(=O)(=O)Nc2cc(S(=O)(=O)N(C)C)ccc2C)oc1C,-2,-3,0.7,0,-7,113,0,-2,-3
O=C(NCCc1ccccc1)c1nc2nc(-c3cccs3)cc(C(F)(F)F)n2n1,4,4,5.4,-15,-6,93,-1,-1,-11
Cc1ccc(SCC(=O)N(C)CC(=O)Nc2cccc(F)c2)cc1,0,-2,1.8,-2,-10,87,-2,-9,-7
Cc1cccc(Cn2ncc(Cl)c(Cl)c2=O)c1,-1,2,-1.6,-17,1,129,-3,24,-8
Cc1ccnc(NC(=O)c2ccc(COc3c(F)c(F)cc(F)c3F)o2)c1,0,4,2.4,2,-17,108,4,-1,20
Cn1c(CC2C(=O)Nc3ccc(Br)cc32)nc2ccccc2c1=O (centres undefined),-2,4,0.7,0,-5,124,1,8,3
OC(Cn1ccnc1)c1ccc(Cl)cc1Cl (centres undefined),-2,-3,0.6,-12,-4,93,0,-1,-8
CN(C1CCS(=O)(=O)C1)S(=O)(=O)c1cccc2nsnc12 (centres undefined),-5,-2,-0.1,-9,4,110,-2,-2,-5
CC1CC(C)(C)NC(=O)O1 (centres undefined),-1,-1,0.9,1,4,94,0,-3,6
Cc1ccc(NC(=O)C(=O)NCC2CCCO2)cc1 (centres undefined),-2,0,-1.4,8,-5,88,1,7,9
CCn1cc(C(=O)NCC2CCCO2)c(=O)c2cc(S(=O)(=O)N3CCCCCC3)ccc21 (centres undefined),-1,1,1.4,-14,-10,99,-1,0,-4
CCOC(=O)Nc1ccc(N2CCOCC2)c(S(=O)(=O)N2CCOCC2)c1,4,-4,3.3,-4,-2,90,1,-6,-21
CC(=O)c1ccc2c(c1)OCCOCCOc1ccc(C(C)=O)cc1OCCOCCO2,-2,-2,2.8,0,-5,107,-6,-4,-5
Cc1ccc(C)c(/C=N/Nc2ccccn2)c1,-1,0,0.3,-5,-4,97,4,-15,6
O=C(CSc1nnc(-c2ccco2)o1)c1ccc[nH]1,6,2,-0.1,3,7,88,2,63*,2
CN(C(=O)COC(=O)c1ccc(=O)n(Cc2ccccc2)n1)C1CCS(=O)(=O)C1 (centres undefined),1,12,-0.1,-4,0,97,-4,-2,-3
O=C(NCCCn1ccnc1)C(=O)NCC(c1ccco1)N1CCN(c2ccccc2)CC1 (centres undefined),-1,2,1.4,-12,8,98,0,2,-9
COc1ccc(S(=O)(=O)/C(C#N)=C/Nc2ccccc2F)cc1,0,-3,0.7,13,3,105,-3,6,-10
CC1C/C(=N\Nc2ccc(S(N)(=O)=O)cc2[N+](=O)[O-])CC(C)(C)C1 (centres undefined),-1,-2,6.8,-11,-18,112,4,-5,-26
CC1COc2ccccc2N1C(=O)c1cccnc1Cl (centres undefined),1,-5,-2.8,-5,2,96,-5,-7,3
CC(=O)c1cccc(NC(=O)CSc2nc(=O)n(Cc3ccccn3)c3c2CCC3)c1,-1,0,1.5,-10,-9,92,-1,-7,9
CN(CC(=O)O)Cc1nc2ccccc2[nH]1,-3,3,-0.3,4,-3,108,0,1,-2
O=C(O)C1CCN(C(=O)c2csc(-c3ccc4c(c3)CCO4)n2)CC1,-2,-5,-0.6,-1,-7,110,-2,-1,-3
Cc1ccccc1-n1nnnc1SC1CCOC1=O (centres undefined),1,-3,-0.9,0,10,105,6,-1,7
COCC(C)NC(=O)c1cccc([N+](=O)[O-])c1 (centres undefined),-3,9,-6.4,-3,-16,97,5,-16,-2
# Following part:
SMILES,TPT1 inhibitor,Fh CTSL1 inh,PP5 primary,EBNA-1 inh,ZTA DNA inh,CR mimetic SO,PP1 inh,core dimer inh,GASC-1 inh
O=C(COc1ccccc1)Nc1ccc(CN2CCCCC2)cc1,-1,-5,0.1,0,-4,96,1,-7,13
CC(NS(=O)(=O)c1cccc(Cl)c1)C(=O)N(C)C1CCN(C)CC1 (centres undefined),0,0,-1.7,3,2,84,4,0,-21
COc1ccc(CCNC(=O)CCOc2ccc(C)cc2)cc1OC,-2,-1,-1.2,8,2,99,-2,11,-30
Cc1onc(-c2c(Cl)cccc2Cl)c1NC(=O)NC1CCSC1 (centres undefined),1,-1,-3.8,9,13,91,-7,0,11
COn1c(SC(C)C)nc2ccccc2c1=O,-2,-3,1.5,9,14,92,-2,0,2
Cc1nc(SCc2ccc([N+](=O)[O-])cc2)n[nH]1,0,-3,2.1,5,7,95,4,-2,4
CCCCCNC(=O)Cc1ccc(S(=O)(=O)N2CCOCC2)s1,5,0,-1.9,-1,1,95,-2,8,-2
CS(=O)(=O)N(CC(=O)Nc1ccc(F)cc1F)C1CCCCC1,5,1,-3.2,5,3,93,0,-3,-7
CCOc1ccccc1N1CC(C(=O)Nc2ccc(S(=O)(=O)N3CCCCC3)cc2)CC1=O (centres undefined),0,0,-3.2,4,20,104,-4,7,2
CC(=O)Nc1cccc(CCc2nc3ccccc3[nH]2)c1,3,-2,-1.6,-2,3,101,-3,-2,-4
CCOC(=O)C1CCN(c2ncnc3c2c(-c2ccccc2)cn3-c2ccccc2)CC1,2,1,2.3,-8,-2,106,-1,1,-3
CC(C)NC(=S)NN=C1CCCCCCCCCCC1,-2,1,-2.6,4,12,102,-1,6,42
COCC(C)NC(=O)C(C)Oc1ccccc1 (centres undefined),-7,-2,-1.1,4,14,105,-3,5,0
CCC(C)[C@H](NC(=O)N1CC(=O)Nc2ccccc21)C(=O)N[C@H](Cc1c[nH]c2ccccc12)C(=O)O (some centres undefined),-3,13,0.7,-5,-4,111,0,-3,2

# Profiles as entered above.
# Profile of Cc1c(OCC(=O)NCCN2CCOCC2)ccc2c3c(c(=O)oc12)CCC3 = TPT1 inhibitor = -1; Fh CTSL1 inh = 1; PP5 primary = 1.1; EBNA-1 inh = -20; ZTA DNA inh = -12; CR mimetic SO = 99; PP1 inh = -2; core dimer inh = -1; GASC-1 inh = 63
# Profile of O=C(COC(=O)c1cc[n+]([O-])cc1)Nc1ccccc1Cl = TPT1 inhibitor = 0; Fh CTSL1 inh = -8; PP5 primary = 0.5; EBNA-1 inh = -4; ZTA DNA inh = -20; CR mimetic SO = 109; PP1 inh = -1; core dimer inh = -8; GASC-1 inh = 10
# Profile of Cc1ccc(C2=[N+]([O-])C3(CCCCC/C3=N\NC(N)=S)N(O)C2(C)C)o1 (centres undefined) = TPT1 inhibitor = -2; Fh CTSL1 inh = 15; PP5 primary = -0.2; EBNA-1 inh = -4; ZTA DNA inh = -7; CR mimetic SO = 100; PP1 inh = -1; core dimer inh = -5; GASC-1 inh = -6
